# Assay outcomes as filed in PubChem.
# Rac1 act GTP bind = GTP binding modulators of activated mutant Rac1, primary screen, biochemical, bead-based flow cytometry, multiplex, fluorescent GTP; percent activity (GTP binding), % at 10 µM; Ras-related C3 botulinum toxin substrate 1 (Homo sapiens), P63000; actives 0.11% (n = 190,000); GST-Rac1 activated beads; actives lie on both sides; 100% means binding = to untreated wells;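 active = GTP binding at least 20 percentage points away from the 100% baseline, in either direction, so actives lie on both sides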
# Rac1 wt modul = wildtype Rac1 GTP binding modulators, primary screen, biochemical, GST-Rac1 beads, flow cytometry, multiplex. fluorescent GTP binding; actives lie on both sides; 0 = cold GTP competed, 100 = untreated. GTP binding activity (% of control), % at 10 µM. actives 0.27% (n = 190,000). AID 757, 2007;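 active = GTP binding activity at least 20 points away from the 100% control level, either lower or higher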
# Mcl-1 Bim block = inhibitors of Bim peptide binding to Mcl-1, primary screen, biochemical, bead-based flow cytometry, multiplex; Induced myeloid leukemia cell differentiation protein Mcl-1 (Homo sapiens), Q07820; Bim peptide-Mcl-1 binding; inhibition, % at 10 µM; actives 0.1% (n = 190,000); AID 1009, 2008; in the data active = inhibition above about 40%;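 note: 0% = no compound tracer wells and 100% = peptide blocker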
# Target sequence (Q07820 whole entry, looked up): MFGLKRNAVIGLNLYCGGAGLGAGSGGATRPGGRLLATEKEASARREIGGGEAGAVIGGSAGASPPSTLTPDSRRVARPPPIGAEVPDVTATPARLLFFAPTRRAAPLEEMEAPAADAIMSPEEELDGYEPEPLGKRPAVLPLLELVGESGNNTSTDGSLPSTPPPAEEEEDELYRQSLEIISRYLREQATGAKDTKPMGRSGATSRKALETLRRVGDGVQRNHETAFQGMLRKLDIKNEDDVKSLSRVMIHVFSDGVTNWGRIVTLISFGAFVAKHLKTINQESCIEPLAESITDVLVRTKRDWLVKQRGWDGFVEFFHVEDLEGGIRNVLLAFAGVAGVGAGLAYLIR
# Cdc42 wt = modulators of GTP binding to wildtype Cdc42, primary screen, biochemical, multiplex bead flow cytometry, Bodipy-GTP. GST-Cdc42 beads; actives lie on both sides. percent activity (GTP binding), % at 10 µM. AID 761, 2007. actives 0.2% (n = 190,000). Cell division control protein 42 homolog (Homo sapiens), P60953;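 active = percent activity GTP binding at least 20 points away from the 100% baseline, either down as inhibitor or up as activator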;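 note: median bead fluorescence of bound Bodipy-FL-GTP at 100 nM; 0% = excess unlabeled GTP control and 100% = no compound control; below 100% means less GTP binding so inhibitor and above means activator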
# Target sequence (P60953 whole entry, looked up): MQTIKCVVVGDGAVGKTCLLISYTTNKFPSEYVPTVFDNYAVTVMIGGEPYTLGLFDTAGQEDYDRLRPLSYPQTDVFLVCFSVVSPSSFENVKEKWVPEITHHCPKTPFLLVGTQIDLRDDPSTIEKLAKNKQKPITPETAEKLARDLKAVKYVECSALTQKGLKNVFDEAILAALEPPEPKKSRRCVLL
# Rab2A wt mod = modulators of GTP binding to Rab2A wildtype, primary screen, biochemical, dog, bead-based flow cytometry, multiplex; Ras-related protein Rab-2A (Canis lupus familiaris), P61105; GST-Rab2 wt beads, Bodipy-GTP binding; GTP binding activity, % at 10 µM; actives 0.19% (n = 190,000); AID 760, 2007;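 active = GTP binding activity at least 20 points away from 100%, either lowered or raised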;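 note: 0% = beads with excess unlabeled GTP and 100% = no-compound control corrected for plate trend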
# Mcl1 Bid PPI = Mcl-1/Bid binding inhibitors, primary screen, biochemical, TR-FRET, 1536-well. actives 0.97% (n = 220,000). Induced myeloid leukemia cell differentiation protein Mcl-1 (Homo sapiens), Q07820. TR-FRET Mcl-1/Bid-Dy647 peptide binding. inhibition, % at 21.7 µM. AID 1021, 2008;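 active = compounds that cut the binding signal by more than half at the single screening dose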;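 note: His-tagged Mcl-1 with europium anti-His antibody binding Bid BH3 peptide; 0% = Mcl-1 plus peptide wells and 100% = peptide-only wells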
# Mcl1 Noxa PPI = Mcl-1/Noxa binding inhibitors, primary screen, biochemical, TR-FRET, 1536-well | Induced myeloid leukemia cell differentiation protein Mcl-1 (Homo sapiens), Q07820 | TR-FRET Mcl-1/Noxa peptide binding, 2 h | actives 1.5% (n = 220,000) | AID 1022, 2008 | inhibition, % at 21.7 µM;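 active = compounds that cut the protein-peptide binding signal by more than 50% relative to plate controls in a single-dose test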;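 note: His-tagged Mcl-1 with rhodamine Noxa BH3 peptide and terbium anti-His antibody; 0% = Mcl-1 plus Noxa peptide wells and 100% = peptide-only wells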
# Rab7 wt GTP bind = modulators of GTP binding to Rab7, primary screen, biochemical, wildtype, multiplex bead flow cytometry; AID 758, 2007; actives 0.055% (n = 190,000); GST-Rab7 beads, fluorescent GTP binding; actives lie on both sides; untreated = 100%, excess cold GTP = 0%; GTP binding activity (percent of control), % at 10 µM; Rab7 GTPase wild type (dog), Bodipy-FL-GTP binding;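 active = fluorescent GTP binding to Rab7 beads changed by at least 20 points from the 100% baseline, either direction, mostly lower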;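 note: median green fluorescence of bound Bodipy-FL-GTP per Rab7 bead population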
# Avidin bead fluor = green autofluorescence of compounds with avidin beads – biophysical, 488/530 nm, flow cytometry, artefact control, profiling panel; compound fluorescence 488/530 nm; active compounds read high; fluorescence (KMESF) at 10 µM; actives 0.38% (n = 220,000); in the data active = fluorescence above about 47; note: inactives centre near 10
# Pf gamet viab = late stage P. falciparum gametocyte viability inhibitors, primary screen, ATP luminescence, HTS. AID 743093, 2013. actives 0.065% (n = 150,000). P. falciparum stage V gametocytes, 24 h. inhibition, % at 10.9 µM;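 active = inhibition above the mean plus 3 SD of compounds within the control limits, set per campaign, cut at about 38% in these data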;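 note: 0% = DMSO wells and 100% = medium only without gametocytes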
# HRas wt GTP = modulators of GTP binding to HRas wildtype, primary screen, biochemical, bead-based flow cytometry, multiplex; GTPase HRas (Homo sapiens), P01112; actives 0.14% (n = 190,000); AID 759, 2007; GST-Ras wt beads, Bodipy-FL-GTP binding; actives lie on both sides; GTP binding activity, % at 10 µM;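 active = GTP binding activity at least 20% away from the 100% baseline, either lowered as inhibitor or raised as activator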;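 note: 0% = unlabeled GTP competition control and 100% = no-compound control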
# Target sequence (P01112 whole entry, looked up): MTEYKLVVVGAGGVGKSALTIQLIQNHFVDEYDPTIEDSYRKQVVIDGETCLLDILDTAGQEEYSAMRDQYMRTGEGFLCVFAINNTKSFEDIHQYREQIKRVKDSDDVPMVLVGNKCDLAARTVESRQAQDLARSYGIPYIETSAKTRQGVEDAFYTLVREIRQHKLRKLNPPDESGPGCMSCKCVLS
# * marks the source's active call; other numbers are inactive results; / = no result given.
SMILES,Rac1 act GTP bind,Rac1 wt modul,Mcl-1 Bim block,Cdc42 wt,Rab2A wt mod,Mcl1 Bid PPI,Mcl1 Noxa PPI,Rab7 wt GTP bind,Avidin bead fluor,Pf gamet viab,HRas wt GTP
Cc1cc(OC(=O)c2cc(F)c(F)cc2Cl)nc(C)n1,97,98,-2,98,98,-15,7,101,5,-5,100
NC(=O)c1ccccc1NC(=O)NC1CCCCC1,100,102,4,100,101,-5,14,99,6,/,103
COCCCn1c(SCC(=O)Nc2ccc3c(c2)OCCO3)nnc1-c1ccoc1C,99,98,0,99,99,-24,-23,100,6,/,99
O=C(CSc1ccccc1)NCc1ccccn1,98,102,-4,97,98,-29,-17,100,3,/,99
O=C(COC(=O)c1cccnc1Nc1ccccc1F)NC1CC1,100,101,-3,98,98,-16,0,103,13,/,98
O=C(Nc1cccc(-c2csc(-c3ccccc3)n2)c1)c1cccs1,99,99,1,99,100,96*,-8,101,8,/,100
Cn1cc(C(=O)c2ccc(Cl)cc2Cl)cc1C(=O)N/N=C(\N)COc1ccc(F)cc1,92,94,-4,95,90,-35,-88,92,34,/,95
O=C(N/N=C1/CC2C=CCC12)c1ccco1 (configuration not stated),101,104,-3,101,99,-2,14,100,1,2,99
O=C(c1ccccc1)c1cccc(NC(=O)c2ccc(Br)o2)c1,101,104,0,100,100,2,0,97,5,2,100
FC(F)(F)c1ccc2c(c1)C1C=CCC1C(c1ccncc1)N2 (configuration not stated),89,90,0,87,86,-9,36,87,20,/,89
Cc1ccc(S(=O)(=O)N(C)C)cc1NC(=S)NNC(=O)C1CC1,102,100,-5,99,102,-13,23,103,12,0,103
O=C1[C@H]2[C@@H](C(=O)N1c1cccc3ccccc13)C1(C(=O)c3ccccc3C1=O)N1CCC[C@@H]21,100,109,-6,102,104,-26,64*,107,13,-7,105
Cc1cc2cc(CNC(=O)c3ccc(S(=O)(=O)N4CCCCC4)cc3)ccc2n1C,98,102,1,98,101,-76,-48,99,10,/,100
N#C/C(=C\c1cc([N+](=O)[O-])c(N2CCOCC2)cc1N1CCOCC1)c1nc2ccccc2[nH]1,97,95,2,98,95,-16,31,99,9,-10,97
Cc1cccc(NC(=O)CCSc2ccccc2)c1C,93,94,-6,92,96,-6,-12,99,9,/,95
Nc1ccccc1Nc1cc(-c2cccc(Cl)c2)nn1-c1ccccc1,99,100,-7,94,101,-54,12,101,19,-6,96
CCSc1nnc(NC(=O)C2C3C=CC(C3)C2C(=O)O)s1 (configuration not stated),101,106,2,106,103,-50,-3,101,5,/,104
COc1ccc(/C(N)=N/O)c(OC)c1,97,99,0,98,96,-43,5,94,15,6,96
Cc1nnc(Sc2cc(C(=O)NCCCN(C)Cc3ccccc3)c3ccccc3n2)s1,99,103,-5,102,100,2,13,98,17,/,102
c1ccc2c(-c3nn[nH]n3)cccc2c1,98,102,22,104,99,1,21,98,10,-23,99
CCOc1ccc(NC(=O)c2ccccc2O)cc1,100,104,0,104,98,-16,20,100,46,/,100
Cc1ccc(C)c(NC(=O)CSc2nnc(CCNC(=O)OC(C)(C)C)o2)c1,99,100,1,101,99,-2,-1,99,10,11,100
Cc1cccc(N2C(=O)CC(Sc3ccccc3C(=O)O)C2=O)c1 (configuration not stated),98,103,-3,99,99,-9,26,98,22,-3,98
O=C(NC(=S)NCCN1CCOCC1)c1ccccc1,100,103,-3,103,103,-20,-2,98,14,-1,99
O=C(CC(c1ccccc1)c1cc(Br)ccc1O)N1CCCC1 (configuration not stated),97,95,-3,95,96,-6,8,93,16,6,96

# Next section; the last two above are carried over.
SMILES,Rac1 act GTP bind,Rac1 wt modul,Mcl-1 Bim block,Cdc42 wt,Rab2A wt mod,Mcl1 Bid PPI,Mcl1 Noxa PPI,Rab7 wt GTP bind,Avidin bead fluor,Pf gamet viab,HRas wt GTP
O=C(NC(=S)NCCN1CCOCC1)c1ccccc1,100,103,-3,103,103,-20,-2,98,14,-1,99
O=C(CC(c1ccccc1)c1cc(Br)ccc1O)N1CCCC1 (configuration not stated),97,95,-3,95,96,-6,8,93,16,6,96
Clc1cc(-c2ccc(/C=N/n3cnnc3)o2)ccc1Br,93,95,-1,97,95,-15,15,105,7,/,95
COc1ccc(C(=O)Cn2c(NCCO)nc3ccccc32)cc1OC,101,105,-4,104,101,5,7,101,20,27,103
O=C(Nc1cc(N2CCOCC2)ncn1)c1ccccc1,102,102,-9,103,101,-11,-53,97,10,/,101
COc1ccc(NC(=O)NCCCN2CCCCC2C)cc1 (configuration not stated),98,101,-3,102,102,-12,7,103,17,-24,103
COc1ccc(C2(C(F)(F)F)NC(=O)N(C)C(=O)N2C)cc1 (configuration not stated),101,108,-21,106,97,-35,24,96,8,0,98
COCCCNC(=O)/C=C/c1ccc(OCc2c(F)cccc2Cl)cc1,92,94,2,92,95,-11,6,98,10,8,95
CCC1(C)Cc2ccccc2-c2nc(NCCCO)n(-c3ccccc3)c(=O)c21 (configuration not stated),97,99,5,98,99,8,19,94,9,-10,98
CC(=O)Oc1ccc2c(=O)c(-c3ccccc3)c(C)oc2c1,95,97,2,96,96,-24,22,103,13,/,96
Cc1ccc(NC(=S)N/N=C/c2c(C)[nH]c3ccccc23)cc1,108,109,-5,105,108,-39,15,104,18,8,105
O=C1/C(=C\c2ccccn2)SC(=S)N1Nc1ncc(C(F)(F)F)cc1Cl,97,97,-1,98,100,-56,2,97,6,/,99
CN1CCN(CC(O)c2ccccc2)CC1 (configuration not stated),101,107,-2,102,101,-29,-2,102,12,/,100
CN(C)/C=C/c1onc(-c2ccccc2Cl)c1C#N,94,99,0,98,95,-30,-12,99,13,10,95
CC1CCCC(NC(=O)CCn2c(=O)oc3ccccc32)C1C (configuration not stated),100,108,1,103,102,-13,-1,105,29,5,104
CC(C)C1OC(c2cccc(NC(=O)c3cccs3)c2)OCC1(C)C (configuration not stated),96,99,-1,95,95,-25,-4,99,24,/,97
COc1cccc(C2C(C#N)=C(N)Oc3cc(C)oc(=O)c32)c1OC (configuration not stated),102,105,2,105,103,-52,2,110,11,/,104
O=S(=O)(c1ccccc1)N1CCC2(CC1)CO2,98,99,0,98,100,-21,14,102,3,-7,100
Nc1cc(N)nc(SCc2ccccc2)n1,100,102,-4,102,102,-21,5,104,8,4,104
CCOC(=O)c1sc(NC(=O)CSc2nc3c(c(-c4ccc(OC)cc4)c2C#N)CCCC3)c(C#N)c1C,97,99,-1,100,102,-31,-15,99,9,8,100
Cc1ccc(NC(=O)NCC2CCN(Cc3cccc(Cl)c3)CC2)cc1Cl,99,103,-4,103,99,-26,23,99,9,0,99
CCOC(=O)c1[nH]c2ccc(Br)cc2c1NC(=O)CCN1CCC(C(=O)OCC)CC1,101,106,-4,106,103,-19,2,98,13,/,104
COc1ccccc1NC(=O)Nn1cnnc1,102,108,3,109,108,-27,14,107,4,/,108
c1ccc(C2=NNC(c3ccco3)=Nc3ccccc32)cc1,98,99,1,97,95,-16,9,95,10,8,97
Cc1onc(-c2ccccc2)c1C(=O)NC(=S)NNC(=O)c1ccc(O)cc1,97,101,-1,102,101,-57,-48,101,15,8,99
Cc1ccc(-c2csc3ncnc(OCC(=O)NC(=O)NCc4ccco4)c23)cc1,101,103,0,103,101,-1,33,100,7,5,102
Cc1nonc1C1CCCN1Cc1nc(-c2ccc(F)cc2F)oc1C (configuration not stated),96,98,13,100,99,-46,-5,104,11,3,99

# Shown as a hit in Mcl1 Noxa PPI (from the list above):
smiles,Rac1 wt modul,Mcl-1 Bim block,Cdc42 wt,Rab2A wt mod,Mcl1 Bid PPI,Mcl1 Noxa PPI,Rab7 wt GTP bind,Avidin bead fluor,HRas wt GTP
O=C1[C@H]2[C@@H](C(=O)N1c1cccc3ccccc13)C1(C(=O)c3ccccc3C1=O)N1CCC[C@@H]21,109,-6,102,104,-26,64*,107,13,105

# The list goes on.
SMILES,Rac1 act GTP bind,Rac1 wt modul,Mcl-1 Bim block,Cdc42 wt,Rab2A wt mod,Mcl1 Bid PPI,Mcl1 Noxa PPI,Rab7 wt GTP bind,Avidin bead fluor,Pf gamet viab,HRas wt GTP
O=S(=O)(O/N=C1\CCCc2ccccc21)c1ccccc1,101,104,0,103,104,-8,-3,103,8,/,102
Cc1ccc(/C=[N+](/[O-])C2SC(=S)N(C)C2(C)C)cc1 (configuration not stated),98,104,7,98,101,-11,6,98,2,/,99
COc1ccc(N(CC(=O)Nc2ccc3c(c2)OCCO3)S(=O)(=O)c2c(C)nn(C)c2C)cc1,99,98,0,99,97,-16,16,97,6,/,96
Cc1nc2ccccc2n1C(=O)c1cc(-c2ccc(Br)cc2)nc2ccccc12,98,105,-2,99,100,-24,5,99,13,4,100
COC(=O)C(C)Sc1nc2c(cnn2-c2ccccc2)c(=O)[nH]1 (configuration not stated),95,99,1,98,100,-3,5,100,6,/,98
Cc1ccc(C2CC2C(=O)NN)cc1 (configuration not stated),98,102,1,101,98,-31,-5,103,6,15,101
Cc1nc(SCC(=O)NCc2ccco2)c2c(C)c(C)sc2n1,92,95,-1,97,95,-18,5,98,10,9,96
CC(C)Sc1nc2ccccc2n1CC(N)=O,98,101,1,100,98,6,6,97,6,/,100
COc1ccccc1N1C(=O)CC(Sc2nccc(C)n2)C1=O (configuration not stated),101,108,-4,106,104,-8,0,101,19,/,102
CC1CCC2(CC1)Nc1ccccc1C(=O)N2c1ccccc1 (configuration not stated),95,96,-1,98,98,-16,3,95,21,/,99
COc1ccc(CC(NC(C)=O)C(=O)NC2CCN(C(=O)Nc3ccc(Cl)cc3)CC2)cc1OC (configuration not stated),101,103,0,104,104,-10,8,104,36,14,104
COc1ccccc1C1c2[nH]c3ccccc3c2CCN1Cc1cnc(C)s1 (configuration not stated),97,98,2,96,91,-16,25,91,7,11,92
O=C(NCc1ccc(F)cc1)C1(c2cccs2)CCOCC1,98,100,-5,101,97,15,-5,98,12,10,97
COc1ccc(NC(=S)N/C(=N/S(=O)(=O)c2ccc(C)cc2)c2ccccc2)cc1,94,95,0,93,92,-8,36,96,13,/,96
